High-throughput results from PubChem.
USP2a block: blocks human ubiquitin-specific protease USP2a; O75604; USP2 core, Ub-CHOP2 coupled fluorogenic reporter, 485/531; Potency, µM (highest dose often 38.3 µM), inactives show at the top dose activity change, negative = inhibition, usual class: inhibitors; 330,000 compounds, 0.01% hits;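 note: potency is the fitted concentration of half-maximal effect; plate controls were DMSO wells for no effect and full inhibition by NEM control for full effect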
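Deubiquitinase activity read as fluorescence (485/531 nm) after Ub-CHOP2 cleavage activates the enterokinase reporter on its substrate; USP2 core 10nM, Ub-CHOP2 and substrate 25nM each, 30min compound preincubation then 60min RT; data normalized to NEM, curves fitted.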
ELG1 repair inh: blocks ELG1-dependent DNA repair in HEK293T cells; 330,000 compounds, 2.3% hits; Potency, µM (series often up to 46.1 µM), without a hit: top-dose activity change, negative = inhibition, hits mostly inhibitors; HEK293T ELG1-luciferase reporter, luminescence, 16 h; DNA damage induced by 5-fluorouridine; note: potency is the fitted concentration of half-maximal effect; % is set by controls: 0 for no effect and ±100 for the full control effect; nearly all actives have a fitted effect of over 55% in size
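Step one: seed 2,000 cells per well. Step two: pin-transfer compound or DMSO alongside 5-fluorouridine. Step three: incubate 16 hr, 37 °C, 5% CO2. Step four: add ONE-Glo, wait 30 min, read luminescence.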
Mito fusion act: mitochondrial division inhibition or fusion activation | S. cerevisiae fusion-defective mutant growth rescue, CellTiterGlo 48 h | Potency, µM (doses to about 46.1 µM), without a hit: at the top dose growth rescue (activation), actives largely listed as activators | 320,000 compounds, 0.23% hits | AID 485298;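 note: potency is the fitted concentration of half-maximal effect; % of control where 0% means no effect; nearly all actives have a fitted effect of over 45% in size; temperature-sensitive fusion mutants such as fzo1-1 at 37 °C on non-fermentable ethanol glycerol medium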
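Growth-rescue viability read-out: after 48 h at the non-permissive 37C in glycerol/ethanol YPEG, yeast mitochondrial fusion mutants are measured by CellTiterGlo luminescence; compounds (23 nl pinned per well) restoring growth score as division inhibitors or fusion activators.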
B2AR arrestin: recruits beta-arrestin to the human beta2-adrenergic receptor; 330,000 compounds, 0.02% hits; AID 492947; Potency, µM (top dose mostly 46.1 µM), for the others: at the highest dose activation, most hits filed as activators; beta-arrestin recruitment to beta2AR, cell-based reporter;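 note: potency is the fitted concentration of half-maximal effect; 0% = DMSO controls and full agonism = EC100 isoproterenol or metaproterenol; nearly all actives have a fitted effect of over 65% in size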
Tb PFK block: inhibitors of T. brucei phosphofructokinase; AID 485367; Potency, µM (doses to about 57.5 µM), without a hit: at the top dose activity, negative = inhibition, hits mostly inhibitors; T. brucei PFK, ADP-Glo luminescence; 330,000 compounds, 0.17% hits;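 note: potency is the fitted concentration of half-maximal effect; 0% = uninhibited 1x PFK enzyme wells and -100% = no-enzyme wells; nearly all actives have a fitted effect of over 60% in size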
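In TEA buffer at pH 8.0 with 5 mM MgCl2, enzyme (1.25 nM) converted F6P (0.5 mM) and ATP (0.1 mM) for 45 min at room temperature. ADP product was read by luciferase luminescence.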
TSG101-PTAP inh: blocks PTAP/TSG101 interaction to inhibit HIV-1 budding; Q99816; Fluorescence polarization, FITC-PTAP peptide / Tsg101 binding; Potency, µM (highest dose often 115 µM), for inactives: at the highest dose activity change, negative = inhibition, hits mostly inhibitors; 340,000 tested, under 10 active; active = well fitted inhibition curve with a large enough effect in the main read-out, with a control signal flat, not every such curve was filed as active; inconclusive = small, poorly fitted or top-dose-only effect, or effect the other way, or a change in a side signal; inactive = no such curve, though single readings can be large or run the other way; note: potency is the fitted concentration of half-maximal effect; % of control where 0% means no effect
Target sequence (Q99816 whole entry, looked up): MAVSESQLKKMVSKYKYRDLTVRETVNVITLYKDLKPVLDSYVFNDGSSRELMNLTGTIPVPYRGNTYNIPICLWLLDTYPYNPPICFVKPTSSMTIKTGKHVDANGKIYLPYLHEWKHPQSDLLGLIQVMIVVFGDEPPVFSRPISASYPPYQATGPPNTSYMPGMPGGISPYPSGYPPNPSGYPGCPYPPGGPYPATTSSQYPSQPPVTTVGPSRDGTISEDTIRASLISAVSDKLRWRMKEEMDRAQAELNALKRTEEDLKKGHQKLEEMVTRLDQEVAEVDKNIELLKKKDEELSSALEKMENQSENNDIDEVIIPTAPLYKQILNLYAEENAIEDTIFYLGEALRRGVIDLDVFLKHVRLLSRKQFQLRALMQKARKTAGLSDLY
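FP read-out: FITC-PTAP peptide, 50 nM final, binding Tsg101 binding domain, 10 uM final; 20 min, r.t.; 10 mM HEPES pH 7.5, 0.15 M NaCl, 0.01% Tween 20, 3 mM EDTA, 0.1 mM TCEP.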
Eya2 phos inh: Eya2 (human) phosphatase inhibition. 330,000 compounds, 0.006% hits. recombinant Eya2, OMFP fluorescence dephosphorylation (OMFP is methylfluorescein phosphate). O00167. Potency, µM (top dose mostly 76.9 µM), without a hit: top-dose activity, negative = inhibition, most hits filed as inhibitors; note: potency is the fitted concentration of half-maximal effect; % is set by controls: 0 for no effect and ±100 for the full control effect
Target sequence (O00167 whole entry, looked up): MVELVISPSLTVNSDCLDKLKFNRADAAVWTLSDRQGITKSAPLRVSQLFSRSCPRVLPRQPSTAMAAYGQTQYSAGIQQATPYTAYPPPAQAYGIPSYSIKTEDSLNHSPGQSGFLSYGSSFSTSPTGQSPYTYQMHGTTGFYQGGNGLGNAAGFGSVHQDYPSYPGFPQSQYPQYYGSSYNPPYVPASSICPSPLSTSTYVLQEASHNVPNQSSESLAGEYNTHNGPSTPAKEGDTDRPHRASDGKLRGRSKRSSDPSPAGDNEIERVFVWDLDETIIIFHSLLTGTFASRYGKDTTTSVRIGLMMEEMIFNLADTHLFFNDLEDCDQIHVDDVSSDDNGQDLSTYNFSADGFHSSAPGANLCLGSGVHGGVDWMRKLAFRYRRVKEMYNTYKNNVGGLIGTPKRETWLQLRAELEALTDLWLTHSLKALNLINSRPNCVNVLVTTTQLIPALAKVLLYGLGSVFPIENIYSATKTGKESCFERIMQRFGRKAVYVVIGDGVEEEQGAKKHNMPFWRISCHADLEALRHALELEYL
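Eya2 protein (added as 0.2 uM solution) was preincubated with compound for 10 min at ambient temperature in 50 mM HEPES pH 7.5, 50 mM NaCl, 5 uM MgCl2, 0.05% BSA, 1 mM DTT. OMFP (added at 50 uM) then reacted 10 min; fluorescence read at 485/525 nm.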
TSHR antagonist: antagonists of human thyroid stimulating hormone receptor | TSHR-expressing cells, TSH-stimulated cAMP HTRF, 2 h; active compounds read low | activity change, negative = inhibition, % at 11.5 µM | 330,000 compounds, 0.2% hits | AID 504810;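 active = activity change below a set negative limit, meaning inhibition stronger than a set level, cut at about -70% in these data; inconclusive = activity change between two set negative limits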; note: % is set by controls: 0 for no effect and ±100 for the full control effect
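Read-out is FRET at 665 nm (cryptate excitation 337 nm) from a cryptate-tagged anti-cAMP antibody, competed by cell cAMP against cAMP-d2. Compounds are tested on freshly harvested TSHR cells challenged with 4nM TSH (EC80) for 2 hours at 37 deg C.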
uPA surface inh: cell surface uPA generation inhibition | 330,000 compounds, 0.31% hits | cell surface uPA generation assay, qHTS | Potency, µM (highest dose often 38.3 µM), inactives show at the highest dose activity change, negative = inhibition, most hits filed as inhibitors; active = well fitted inhibition curve with a large enough effect; inconclusive = small, poorly fitted or top-dose-only effect; inactive = no such curve, though single readings can be large or run the other way; tested in mouse RAW 264.7 cells; note: potency is the fitted concentration of half-maximal effect; % is set by controls: 0 for no effect and ±100 for the full control effect; nearly all actives have a fitted effect of over 55% in size
Chronic BCR inh: inhibitors of chronic active B-cell receptor signaling | AID 493014 | ABC-DLBCL IkBa-CBG/CBR reporter, luminescence ratio, 4 h | 340,000 compounds, 0.05% hits | Potency, µM (top dose mostly 46.1 µM), for inactives: at the highest dose ratio change, negative = lower green/red ratio, actives largely listed as inhibitors; active = well fitted inhibition curve with a large enough effect in the signal ratio, with a control signal flat, not every such curve was filed as active; inconclusive = small, poorly fitted or top-dose-only effect, or effect the other way, or a change in a side signal; the % refers to the signal ratio;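 note: potency is the fitted concentration of half-maximal effect; plate controls were basal doxycycline-induced cells for no effect and cells given 10 µM MG132 for full effect; MG132 reads +100%, hits lower the ratio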
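TMD8 ABC-DLBCL cells carrying doxycycline-inducible green luciferase fused to IkappaBalpha plus unfused red luciferase were exposed to compounds (up to 46 uM) for 4 hrs at 37C. Activity came from the overlap-corrected green/red luminescence ratio.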
TCR activator: T cell receptor activation; primary human leukocytes, anti-CD3, IL-2 HTRF, 48 h; AID 504894; 330,000 tested, under 10 active; Potency, µM (highest dose often 9.22 µM), for the others: top-dose activation of IL-2 secretion, hits mostly activators; note: % of control where 0% means no effect
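HTRF read-out of IL-2 secretion: europium cryptate donor excited at 320nm, d2 acceptor emission at 665nm. Cells were primary human leukocytes incubated 48 hr with compounds and a-CD3 beads, supplying TCR signal only.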
Numbers without * were called inactive; u = inconclusive; x = not tested or not shown; [ ] = another dose, or the depositor's remark. Unless noted, calls come from the whole dose curve; as a rule, active = well fitted curve in the direction sought with a large enough effect; inconclusive = small, poorly fitted or top-dose-only effect, or another doubt; inactive = no such curve, though single readings can be large; an effect the other way counts as inactive or inconclusive. Rows are unselected (roughly 3% active in at least one column).

SMILES	USP2a block	ELG1 repair inh	Mito fusion act	B2AR arrestin	Tb PFK block	TSG101-PTAP inh	Eya2 phos inh	TSHR antagonist	uPA surface inh	Chronic BCR inh	TCR activator
COc1cccc2cc(C(C)OC(=O)Nc3ccc(C)cc3)oc12 (configuration not stated)	0.9%	-10.5%	7.3%	-0.3%	-0.3%	-1.3%	1.9%	-1.9	5.3%	-7.1%	1.1%
Cc1nnsc1C(=O)NNC(=O)c1cccc2ccccc12	-4.7%	6.6%	-10.4%	-0.7%	0.5%	-3.7%	2.9%	-4.3	1.8%	2.3%	-0.4%
COc1cc(C(=O)N2CCN(c3ncnc4sc(C)c(C)c34)CC2)cc(OC)c1OC	1.3%	6.51µM*	-1.3%	0.1%	2.8%	-2.3%	-8.3%	-30.6	-12.3%	u	0.8%
CCc1cc2c(=O)n(-c3ccccc3)c(SCC(N)=O)nc2s1	1.5%	-7.5%	1.2%	-0.5%	1.2%	2.0%	8.2%	-16.0	6.4%	-3.0%	0.1%
C=CCN(CC=C)C(=S)NC(=O)c1ccc([N+](=O)[O-])cc1	-0.3%	-21.7%	18.9%	0.3%	-1.9%	-1.6%	-0.5%	2.4	-1.5%	u	-3.1%
O=C(/C=C/c1cccs1)NC1CCS(=O)(=O)C1 (configuration not stated)	-0.8%	15.0%	-0.1%	-1.2%	1.7%	1.2%	11.8%	2.9	0.8%	u	-1.9%
COc1ccccc1CNC(=O)c1ccc(C)s1	2.8%	14.8%	-4.3%	-1.7%	0.2%	-1.2%	13.9%	-6.1	4.4%	u	0.4%
O=C1CC(c2ccc(Cl)c(Cl)c2)CC(O)=C1C=NCCN1CCNCC1 (configuration not stated)	-0.1%	-0.6%	-2.4%	-1.1%	-1.0%	x	-8.3%	1.5	x	7.7%	x
CC1CN(S(=O)(=O)Cc2ccccc2)CC(C)O1 (configuration not stated)	0.1%	10.0%	-0.3%	-0.1%	-4.3%	1.2%	-7.4%	0.4	x	0.6%	0.4%
CC(C)CN(C(=O)COC(=O)c1ccc(C#N)cc1)C1CCS(=O)(=O)C1 (configuration not stated)	1.4%	1.4%	1.2%	-2.2%	-9.0%	-2.7%	-4.2%	16.7	2.3%	3.3%	3.6%
C/C=C/c1cc(CN2CCN(c3ccc(OC)cc3)CC2)c(O)c(OC)c1	-8.6%	u	2.0%	-1.1%	-11.0%	-3.7%	-4.6%	27.0	-2.5%	-6.8%	-2.1%
COc1ccc(C(C(=O)NCC2CCCO2)N(Cc2ccc(F)cc2)C(=O)CNC(=O)c2ccco2)cc1OC (configuration not stated)	8.2%	2.1%	-10.0%	0.2%	-0.5%	-2.1%	-1.3%	11.0	2.9%	0.7%	-6.0%
O=S(=O)(c1ccc(F)cc1)n1ccc(-c2cccc(OCc3ccc(Cl)cc3Cl)c2)n1	4.8%	10.6%	-0.3%	-0.2%	-0.4%	-1.9%	0.3%	-9.6	-3.9%	0.5%	1.9%
COC(=O)C1C(O)=C(C(C)=Nc2cccc3ccccc23)C(=O)CC1(C)C (configuration not stated)	-1.4%	-3.9%	0.6%	-0.6%	0.5%	-3.6%	1.6%	19.8	u	u	0.6%
Cc1ccc(NC(=O)CSc2nnc(-c3ccccn3)n2N)c(Br)c1	1.0%	-3.7%	-13.2%	-0.5%	-2.3%	-3.8%	-5.7%	-4.0	2.2%	u	1.7%
CCCCN(CCCC)CC(O)CN(c1cc([N+](=O)[O-])ccc1OC)S(=O)(=O)c1ccccc1 (configuration not stated)	1.6%	4.8%	-0.6%	6.3%	9.0%	-0.7%	-3.3%	6.6	-6.3%	u	6.9%[46.1 µM]
Cn1c(=O)[nH]c(=O)c2c1nc(N1CCOCC1)n2CCN1CCOCC1	-0.3%	12.9%	1.6%	-0.7%	0.0%	-1.9%	7.5%	-10.9	1.0%	u	1.0%
c1ccc2c(c1)nc(NCCN1CCOCC1)c1nncn12	0.3%	u	0.4%	0.2%	2.3%	-0.4%	-1.4%	-5.0	9.0%	12.1%	7.2%[46.1 µM]
NC(=O)c1ccccc1NC(=O)COc1ccc2c(c1)OCO2	-1.4%	u	3.7%	-0.2%	4.8%	-7.3%	0.1%	-15.6	-7.6%	u	-0.3%
O=C1Nc2ccccc2N(O)N1c1cc(-c2ccccc2)[nH]n1	-1.2%	7.7%	25.7%	-0.3%	6.2%	0.8%	0.8%	0.4	15.8%	u	5.7%
Cc1cccc(NC(=S)NC(=O)c2ccc(-c3ccccc3)cc2)n1	-0.7%	u	u	0.0%	1.2%	-0.6%	-4.2%	-0.6	-0.5%	-13.2%	0.1%
CC1=C(C)CC(C(=O)NNC(=O)c2ccccc2O)C(C(=O)O)C1 (configuration not stated)	0.0%	29.3%	0.5%	-1.4%	2.5%	1.2%	-5.1%	-6.0	3.9%	u	-3.3%
CC(=O)Nc1ccc(Nc2cc(N3CCOCC3)c3nonc3c2[N+](=O)[O-])cc1	-0.8%	u	15.4%	0.3%	-3.0%	-4.3%	-5.2%	-19.7	-17.7%	u	2.5%
O=C(O)C1CCN(S(=O)(=O)Cc2ccccc2)CC1	3.6%	-0.1%	-9.5%	0.4%	-2.9%	-5.4%	-26.2%	1.2	17.1%	1.4%	-2.1%
CCC(=O)c1ccc(OCC(=O)N2CCN(S(=O)(=O)c3ccc(Cl)s3)CC2)cc1	-9.3%	-10.7%	7.7%	-0.2%	-2.1%	2.1%	5.7%	7.2	-8.1%	2.2%	5.0%
SMILES	USP2a block	ELG1 repair inh	Mito fusion act	B2AR arrestin	Tb PFK block	TSG101-PTAP inh	Eya2 phos inh	TSHR antagonist	uPA surface inh	Chronic BCR inh	TCR activator
O=C1c2cccc3cccc(c23)C(=O)N1CC1CCN(S(=O)(=O)c2ccc(F)cc2)CC1	1.2%	20.6µM*	-0.6%	0.1%	7.4%	-1.0%	3.9%	-6.7	-4.8%	u	4.0%[46.1 µM]
CCOC(=O)c1c(S(=O)(=O)N2CCN(C3CCCCC3)CC2)c(C)n(C)c1C	2.6%	16.3%	-4.5%	0.0%	0.2%	-12.8%	-5.4%	17.7	-2.9%	-12.1%	4.6%
O=C(CSc1nnc2sc3ccccc3n12)N1CCN(c2ccccc2)CC1	0.7%	u	10.9%	0.2%	-1.3%	-10.4%	-6.9%	1.1	x	u	5.3%
CCCC1CCC(C(=O)Nn2c(C)nc3ccccc3c2=O)CC1 (configuration not stated)	0.9%	u	u	0.0%	-7.6%	-3.9%	0.3%	3.3	0.9%	-1.2%	-0.8%[46.1 µM]
c1cncc(CNc2c3c(nc4nnnn24)CCCC3)c1	1.5%	-2.2%	-3.5%	-0.9%	2.7%	-8.3%	-3.6%	-7.4	-4.0%	-1.0%	3.5%
COc1cccc(C(=O)CSc2nnc(CNS(=O)(=O)c3ccc(C)cc3)n2C)c1	3.0%	-13.3%	1.7%	0.7%	28.7%	-0.3%	5.5%	-3.3	4.0%	u	-0.5%
CCC(=O)N1CCN(c2ccccc2NC(=O)c2cccs2)CC1	-1.3%	-9.7%	0.5%	-0.2%	-2.9%	-9.7%	-13.0%	1.3	2.7%	-0.3%	-0.9%
O=C(c1cc(-c2ccccc2)nc2ccccc12)N1CCCc2ccccc21	1.4%	18.4µM*	u	-0.6%	5.2%	1.3%	-6.8%	139.8	1.2%	5.9%	0.1%
NC(=O)c1ccccc1OCC(=O)N1CCc2ccccc2C1	1.8%	-2.0%	-7.4%	-0.6%	0.6%	1.0%	17.8%	-3.3	-1.5%	1.9%	-2.8%
Cc1cc(C)cc(N(C(=O)Cn2nnc(-c3ccccc3)n2)C(C(=O)NC2CCCCC2)c2ccccn2)c1 (configuration not stated)	-3.3%	13.3%	-1.9%	-0.5%	1.1%	0.3%	3.4%	5.8	3.7%	-2.8%	3.5%[46.1 µM]
COC(=O)c1cc2c(s1)-c1cc(F)ccc1OC2	5.7%	11.1%	1.9%	0.1%	8.0%	-1.0%	-25.0%	-5.6	-2.7%	-2.6%	9.4%
